# High-throughput results (PubChem)
# KCNQ1 block: inhibitors of human KCNQ1 channel, primary screen, cell-based, thallium flux, high-throughput; B-score at 10 µM; CHO-K1 KCNQ1, FluxOR thallium flux fluorescence; hits give high values; hit rate 1.3% among 310,000;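 active = compounds whose thallium flux B-score, printed positive for inhibition, exceeds three library SD while starting fluorescence stays within three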;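 also: channel opened by potassium depolarization with thallium stimulus after 20 min compound exposure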
# MrgX1 allo act: positive allosteric modulators of MrgX1, primary screen, HEK293 cells, Fluo-4 calcium flux | Mas-related G-protein coupled receptor member X1 (Homo sapiens), Q96LB2 | FDSS; hits give high values | B-score at 10 µM | hit rate 0.63% among 310,000 | AID 588675, 2011;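 active = plate-corrected calcium response at least 3 library SD above typical, normal starting fluorescence, not activating the receptor alone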;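 also: compound read alongside a low EC10 to EC30 dose of BAM8-22 agonist; peak minus trough fluorescence over baseline measured at the second addition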
# MrgX1 ag: agonists of human MrgX1 receptor, primary screen, HEK293 cells, Fluo-4 calcium flux. AID 588627, 2011. Fluo-4 calcium fluorescence, agonist mode; hits give high values. B-score at 10 µM. Mas-related G-protein coupled receptor member X1 (Homo sapiens), Q96LB2. hit rate 0.44% among 310,000;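 active = calcium response B-score plate-corrected fluorescence ratio at least 3 library SD, with starting fluorescence B-score inside 5 SD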
#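 Test system: HEK293 cells stably expressing human MrgX1 receptor; Input: fifteen thousand cells per well; Dosing: compound delivered in addition one of three; Schedule: overnight seeding, then 1 h dark dye loading; Technique: Fluo-4 NW calcium fluorescence; Measure: B-scored fluorescence response ratio; Controls: positive and negative controls per plate.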
# hERG protect: hERG rescue from dofetilide block, primary screen, cell-based, CHO-hERG, FluxOR thallium flux, dofetilide IC70; Voltage-gated inwardly rectifying potassium channel KCNH2 (Homo sapiens), Q12809; dofetilide IC70 present; activation (rescue from dofetilide block), less the hit threshold, % at 10 µM; hit rate 0.51% among 310,000;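 active = activation above the mean of controls blocked by dofetilide plus 5 SD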;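 also: thallium influx through hERG after potassium depolarization seen as dye fluorescence rise; in these data hits start at about 4.7%; inactives centre near -7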
# ANO1 block: TMEM16A chloride channel inhibitors, primary screen, cell-based, HTS; Anoctamin-1 (Mus musculus), Q8BHY3; HEK293 TMEM16A/YFP iodide influx fluorescence, ionomycin; normalized B-score (activity score, 25-100; higher = stronger inhibition) at 10 µM; hit rate 1.2% among 310,000; AID 588511, 2011;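 active = ratio plate-corrected score three or more library SD toward inhibition, starting fluorescence score within five deviations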;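 also: score derived from kinetic fluorescence span divided by baseline fluorescence per well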
# Target sequence (Q8BHY3 whole entry, looked up): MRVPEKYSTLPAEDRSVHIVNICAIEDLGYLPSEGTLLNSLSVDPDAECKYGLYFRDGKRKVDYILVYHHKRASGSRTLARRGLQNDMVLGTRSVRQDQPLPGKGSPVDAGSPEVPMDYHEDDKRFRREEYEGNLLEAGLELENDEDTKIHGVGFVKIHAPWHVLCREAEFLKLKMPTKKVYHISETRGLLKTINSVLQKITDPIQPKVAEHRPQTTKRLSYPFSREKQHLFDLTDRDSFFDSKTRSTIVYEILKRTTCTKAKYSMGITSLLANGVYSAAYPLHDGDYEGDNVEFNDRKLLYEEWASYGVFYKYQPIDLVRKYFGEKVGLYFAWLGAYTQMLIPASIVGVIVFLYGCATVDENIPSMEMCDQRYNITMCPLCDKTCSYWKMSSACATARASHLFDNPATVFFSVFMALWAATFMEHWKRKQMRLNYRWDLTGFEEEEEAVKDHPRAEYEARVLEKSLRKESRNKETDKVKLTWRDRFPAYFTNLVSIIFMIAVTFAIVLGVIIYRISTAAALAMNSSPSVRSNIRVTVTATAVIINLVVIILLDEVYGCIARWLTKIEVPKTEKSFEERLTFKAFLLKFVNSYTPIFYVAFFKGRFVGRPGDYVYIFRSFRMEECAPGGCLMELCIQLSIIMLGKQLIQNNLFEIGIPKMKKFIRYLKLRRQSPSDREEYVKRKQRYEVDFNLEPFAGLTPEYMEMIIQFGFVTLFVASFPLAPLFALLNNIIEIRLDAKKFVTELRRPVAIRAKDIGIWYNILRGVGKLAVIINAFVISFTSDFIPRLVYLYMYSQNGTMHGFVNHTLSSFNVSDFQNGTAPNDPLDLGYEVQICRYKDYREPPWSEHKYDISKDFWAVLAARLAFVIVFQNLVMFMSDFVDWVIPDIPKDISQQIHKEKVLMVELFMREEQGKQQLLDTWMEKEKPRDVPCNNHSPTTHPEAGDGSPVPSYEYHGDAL
# RGS4 act: RGS4 potentiators or activators, primary screen, cell-based, HEK293 M3R inducible RGS4, calcium flux; hit rate 0.92% among 310,000; AID 463111, 2010; B-score at 10 µM; carbachol calcium flux Fluo4; hits give low values;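 active = B-score of the integrated calcium signal more than 4 SD below the library mean, with starting fluorescence not abnormally high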;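 also: negative B-score means reduced calcium response which marks RGS4 activation or potentiation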
#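 Reagent: ECmax carbachol challenge; Test system: M3R-expressing HEK293 line, RGS4 induced by doxycycline; Schedule: overnight RGS4 induction, 30 min dye load 37 °C, 20 min compound RT; Detection: calcium dye Fluo4 fluorescence; Read-out: Agonist-evoked peak-minus-minimum fluorescence over baseline, integrated ratio, B score.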
# KCNK3 block: human KCNK3 channel inhibitors, primary screen, CHO cells, FluxOR thallium flux, B-score | Potassium channel subfamily K member 3 (Homo sapiens), O14649 | FluxOR fluorescence; hits give low values | B-score at 10 µM | hit rate 0.84% among 340,000;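 active = B-score under library mean minus 4 SD, starting fluorescence ratio at most library mean plus 5 SD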;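 also: more negative B-score means stronger inhibition of thallium flux through KCNK3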
# KCNQ1 act: potentiators or activators of KCNQ1 channel, primary screen, cell-based, thallium flux, high-throughput. AID 2648, 2010. hit rate 0.35% among 310,000. B-score at 10 µM. Potassium voltage-gated channel subfamily KQT member 1 (Homo sapiens), P51787. CHO-K1 KCNQ1, thallium flux FluxOR fluorescence; hits give high values;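 active = fluorescence ratio B-score, a plate-corrected score, at least three library SD, with initial intensity B-score within 5 SD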
#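 Material: CHO-K1 cells stably expressing KCNQ1. Medium: assay buffer for compound exposure, DMSO matched across wells. Reagent: K+/Tl+ depolarizing stimulus. Compound dosing: single-concentration screen. Times: 37 °C overnight plating, 90-min dark dye load, 20-min compound pretreatment. Technique: FluxOR Tl+ flux fluorescence.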
# RGS4 block: RGS4 inhibitors, primary screen, cell-based, HEK293 M3R inducible RGS4, calcium flux. Fluo-4 calcium flux; hits give high values; triggered by carbachol at its EC20. hit rate 0.45% among 310,000. B-score at 10 µM. Regulator of G-protein signaling 4 (Homo sapiens), P49798. AID 463165, 2010;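 active = B-score, a plate-corrected calcium signal, over three deviations above library mean, with baseline fluorescence within five deviations of library mean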;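 also: RGS4 expression induced by doxycycline in cells with stable M3 receptor; B-score is computed from the integrated fluorescence ratio over baseline after carbachol; higher B-score means a larger calcium signal and so more RGS4 inhibition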
# TMEM16A act: TMEM16A chloride channel activators or potentiators, primary screen, cell-based, HTS | Anoctamin-1 (Mus musculus), Q8BHY3 | HEK293 TMEM16A/YFP-H148Q/I152L, iodide quench fluorescence; hits give low values | B-score at 10 µM | hit rate 0.3% among 340,000 | AID 623877, 2012;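 active = fluorescence-ratio B-score plate-corrected deviation score at least 3 library SD below zero, with starting fluorescence score within 5 deviations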;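 also: channel opened by trigger with iodide after compound preincubation; score built on the fluorescence ratio of max minus min over baseline; more negative score means more quench and so TMEM16A activation or potentiation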
# KCNK9 block: KCNK9 potassium channel inhibitors, primary screen, HEK293 cells, thallium flux | FluxOR thallium flux fluorescence; hits give low values | AID 488922, 2010 | hit rate 1.2% among 310,000 | B-score at 10 µM;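 active = ratio B-score over 3 SD below the library mean, with starting fluorescence within 5 SD of its mean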;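 also: negative B-score means less thallium flux so channel inhibition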
# * hit, by the source's call; i = inactive; . = no result given.
SMILES,KCNQ1 block,MrgX1 allo act,MrgX1 ag,hERG protect,ANO1 block,RGS4 act,KCNK3 block,KCNQ1 act,RGS4 block,TMEM16A act,KCNK9 block
O=C(Cc1ccc([N+](=O)[O-])cc1)N/N=C/c1ccccc1F,i,i,i,-2,i,i,i,i,i,i,i
COc1ccc(Cn2ccnc2SCC(=O)NC2CCCCC2)cc1,i,i,i,-9,i,i,i,i,i,i,i
COc1ccc(C)cc1NC(=O)C(Sc1nnnn1C)c1ccccc1 (configuration not stated),i,i,i,-13,i,i,i,i,i,i,i
O=S(=O)(Nc1ccccc1N1CCCCC1)c1ccc(F)cc1F,i,i,i,-7,i,i,i,i,i,i,i
COc1cccc(CNC(=O)CCNS(=O)(=O)c2cccc3nsnc23)c1,i,i,i,-10,i,i,i,i,i,i,i
O=C(OCc1cccc([N+](=O)[O-])c1)c1cccnc1Cl,i,i,i,1,i,i,i,i,i,i,i
CCOC(=O)C1(CCc2ccccc2)CCN(C(=O)C(C)n2cncn2)CC1 (configuration not stated),i,i,i,-19,i,i,i,i,i,i,i
CC(C)Cn1c(-c2ccco2)nc2c(c(=O)c3ccccc3n2C)c1=O,i,i,i,-9,i,i,.,i,i,.,i
Cn1c(=NC(=O)COc2ccccc2)sc2ccccc21,i,i,i,0,i,i,i,i,i,i,i
Cn1c(CS(=O)Cc2c(Cl)cccc2Cl)nnc1SCc1c(Cl)cccc1Cl (configuration not stated),i,i,i,-13,i,i,i,i,i,i,i
C/C=C/c1ccc(OCCCn2cncn2)c(OC)c1,i,i,i,-11,i,i,i,i,i,i,i
COC(=O)c1ccc(OC(=O)CN2C(=O)c3ccccc3C2=O)cc1,i,i,i,-10,i,i,i,i,i,i,i
COC(=O)c1ccc(NC(=S)NC(=O)C2CCC2)cc1,i,i,i,-13,i,i,i,i,i,i,i
CN(C(=O)COC(=O)C1CCN(S(=O)(=O)c2ccc3c(c2)OCCO3)CC1)C1CCCCC1,i,i,i,-15,i,i,i,i,i,i,i
Cn1c(=O)[nH]c(=O)c2c1nc(SCCN1CCOCC1)n2CCCc1ccccc1,i,i,i,-8,i,i,i,i,i,i,i
CCOC(=O)CSc1nc2ccccc2c(=O)n1C,i,i,i,-2,i,i,i,i,i,i,i
CCc1ccc(C(=O)NC(C(=O)O)C(C)C)cc1 (configuration not stated),i,i,i,-13,i,i,i,i,i,i,i
COc1ccc(C2CC(c3ccccc3)=NN2C(=O)CSc2nccc(=O)[nH]2)cc1 (configuration not stated),i,i,i,-8,i,i,i,i,i,i,i
CC(=O)N(CCN(C)C)c1nc2cc3c(cc2s1)OCCO3,i,i,i,-8,i,i,i,i,i,i,i
CCOC(=O)N1CCN(CC(O)COc2cc(C)ccc2C(C)C)CC1 (configuration not stated),i,i,i,-5,i,i,i,i,i,i,i
CC(C)OC(=O)CN1C(=O)c2ccccc2C1=O,i,i,i,-8,i,i,i,i,i,i,i
CCOc1ccccc1N1CCN(C(=O)NCc2ccc(C)cc2)CC1,i,i,i,-9,i,i,i,i,i,i,i
O=C(CSc1nc2ccccc2c(=O)n1-c1ccccc1)N1CCC1,i,i,i,2,i,i,i,i,i,i,i
CCC1Nc2ncnc(N3CCN(c4ccccc4)CC3)c2N(Cc2ccc(Cl)cc2)C1=O (configuration not stated),i,i,i,-8,i,i,i,i,i,i,i
COc1ccc(NC(=O)CSCC(=O)Nc2cccc3ncccc23)cc1,i,i,i,-11,i,i,i,i,i,i,i

# The results go on:
SMILES,KCNQ1 block,MrgX1 allo act,MrgX1 ag,hERG protect,ANO1 block,RGS4 act,KCNK3 block,KCNQ1 act,RGS4 block,TMEM16A act,KCNK9 block
CN(C)c1ccc(C(C(=O)NC(C)(C)C)N(C(=O)c2csnn2)C2CC2)cc1 (configuration not stated),i,i,i,-4,i,i,i,i,i,i,i
CCc1nnc(NC(=O)CN2C(=O)/C(=C/c3cc(OC)c(OC)c(OC)c3)SC2=S)s1,i,i,i,-5,i,i,i,i,i,i,i
CCc1ccc(NC(=O)CSCCO)cc1,i,i,i,-6,i,i,i,i,i,i,i
CCOc1cc(N2CCOCC2)c(OCC)cc1NC(=O)c1ccc(S(C)(=O)=O)cc1,i,i,i,-9,i,i,i,i,i,i,i
O=C(CN1CCN(C(=O)c2ccccc2)CC1)Nc1ncc(Br)cc1Br,i,i,i,-4,i,i,i,i,i,i,i
Cc1ccc(/C=N/NS(=O)(=O)c2ccc([N+](=O)[O-])cc2)o1,i,i,i,-6,i,i,i,i,i,i,i
O=C(NCCO)c1cc2ccccc2c(=O)s1,i,i,i,-6,i,i,i,i,i,i,i
CN1C(=O)CSC1=Nc1ccc(Br)cc1,i,i,i,2,i,i,i,i,i,i,i
O=C(NCCc1ccccc1)C(=O)NN=C1CCCC1,i,i,i,-2,i,i,i,i,i,i,i
CN1CCCC(OC(=O)c2ccc(C#N)cc2)C1 (configuration not stated),i,i,i,-9,i,i,i,i,i,.,i
O=C(CN1C(=O)NC2(CCCC2)C1=O)N1CCN(S(=O)(=O)c2cccc(C(F)(F)F)c2)CC1,i,i,i,-17,i,i,i,i,i,i,i
O=C(Nc1ccccc1)Nc1n[nH]c2nnc(-c3ccccc3)c(-c3ccccc3)c12,i,i,i,-7,i,i,i,i,i,i,i
CCOc1ccc(C(=O)NCCN(C)C)cc1,i,i,i,-5,i,i,i,i,i,i,i
FC(F)(F)c1cnc(Sc2nc3nccc(-c4ccc(Cl)cc4)n3n2)c(Cl)c1,i,i,i,-6,i,i,i,i,i,i,i
Cc1ccc(S(=O)(=O)NC2CC(C)(C)NC(C)(C)C2)c(C)c1C,i,i,i,1,i,i,i,i,i,i,i
CSCCNC(=O)c1ccc(OC2CCN(CCc3ccccc3)CC2)cc1,i,i,i,-9,i,i,i,i,i,i,i
O=C(NC(c1ccccc1)c1ccccc1)c1ccc(S(=O)(=O)C(F)F)cc1,i,i,i,-7,i,i,i,i,i,i,i
Cc1cc2c(cc1C)C(c1cc(Br)ccc1F)CC(=O)N2 (configuration not stated),i,i,i,-6,i,i,i,i,i,i,i
COc1ccc(C2C(C#N)=C(N)N(c3ccccc3C#N)C3=C2C(=O)CCC3)cc1CN1CCCC1 (configuration not stated),i,i,i,-4,i,i,i,i,i,i,i
CCOC(=O)N1CCC(N(CCOC)C(=O)Nc2ccc(Cl)cc2)CC1,i,i,i,-9,i,i,i,i,i,i,i
CC1=CN2C(=N)/C(=C/c3ccc([N+](=O)[O-])o3)C(=O)N=C2S1,i,i,i,-5,i,i,i,i,i,i,i
CCOC(=O)c1cc(NC(=O)Nc2ccccc2OC)c(C)nc1C,i,i,i,-7,i,i,i,i,i,i,i
CN1CCN(C(=O)CC2(CC(=O)O)CCCC2)CC1,i,i,i,-6,i,i,i,i,i,i,i
O=C(CCn1cnc2ccccc2c1=O)Nc1nc2c(s1)CCCC2,i,i,i,-3,i,i,i,i,i,i,i
COc1ccc(C(=O)CCC(=O)N2CCN(c3cc(C)ccc3C)CC2)cc1,i,i,i,-3,i,i,i,i,i,-5.8*,i

# Next records.
SMILES,KCNQ1 block,MrgX1 allo act,MrgX1 ag,hERG protect,ANO1 block,RGS4 act,KCNK3 block,KCNQ1 act,RGS4 block,TMEM16A act,KCNK9 block
CCSc1nc(C)cc(C)c1S(=O)(=O)c1ccccc1C,i,i,i,-7,100*,i,i,i,i,i,i
CCc1ccccc1S(=O)(=O)c1c(C)cc(C)nc1Cl,i,i,i,-6,i,i,i,i,i,i,i
CN(Cc1cn(C)nc1-c1ccccc1F)CC1CCCCO1 (configuration not stated),i,i,i,-13,i,i,i,i,i,i,i
COc1ccc(CNC(=O)CN(c2ccc(OC)cc2)S(=O)(=O)c2c(C)[nH]c(=O)[nH]c2=O)cc1,i,i,i,-10,i,i,i,i,i,i,i
COc1ccc(OC)c(NC(=O)C2CC(=O)n3ncnc3N2)c1 (configuration not stated),i,i,i,-8,i,i,i,i,i,i,i
CSc1ccc(Cn2nnc(C(=O)Nc3ccc(C)c(C)c3)c2N)cc1,i,i,i,-10,i,i,i,i,i,i,i
CN(C)S(=O)(=O)c1ccc2oc(SCC(=O)Nc3ccccc3F)nc2c1,i,i,i,-7,i,i,i,i,i,i,i
O=C(O)c1ccc(COc2cccc(CO)c2)cc1,i,i,i,-5,i,i,i,i,i,i,i
CCNC(=S)N1CC(C)OC(C)C1 (configuration not stated),i,i,i,-12,i,i,i,i,i,i,i
CCCOc1ccc(N2C(=O)C3C(C(C)C)NC4(C(=O)c5ccccc5C4=O)C3C2=O)cc1 (configuration not stated),i,i,i,-15,i,i,i,i,i,i,i
COc1ccc(CNC(=O)C(c2ccco2)N(C(=O)c2csnn2)c2cccc(C)c2C)cc1 (configuration not stated),i,i,i,-10,i,i,i,i,i,i,i
CN1CCN(C2Cc3ccccc3Sc3ccc(Cl)cc32)CC1 (configuration not stated),.,i,i,.,i,.,i,.,.,i,.
CCOC(=O)CNC(=O)c1ccc(Br)s1,i,i,i,-12,i,i,i,i,i,i,i
COC(=O)CSc1nnc(CNC(=O)c2cccs2)n1-c1cccc(C)c1,i,.,.,-9,.,i,i,i,i,i,i
CCC1CCCCN1CCCNC(=O)c1ccc2c(c1)c(C)c(C)n2CC (configuration not stated),i,i,i,-6,i,i,i,i,i,i,i
